# Compound activity (PubChem)
# PGC1a acetyl inh = PGC1a acetylation modulation, inhibitor mode; U2OS PGC1a acetylation, AlphaScreen anti-acetyl-lysine; with virally co-expressed GCN5 acetyltransferase; inhibition, % at 15.6 µM; 350,000 compounds, 0.17% hits;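 active = every replicate shows inhibition of at least 40%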;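 also: 0% = neutral control wells and 100% = positive control wells; some results beyond the cut were filed as inactive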
# ERAP1 HTS inh = ERAP1 (human) enzyme inhibition. inhibition, % at 10.7 µM. recombinant ERAP1, Leu-AMC fluorescence, 60 min. Q9NZ08. 340,000 compounds, 0.15% hits;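 active = mean replicate inhibition of at least 30%, or all replicates individually reaching that 30% level; inactive = mean below 30% and not every replicate reaching it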;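 also: 0% = neutral control wells and 100% = L-leucinethiol positive control wells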
# RAD52 inh = RAD52 (human) annealing inhibition; AID 651710; recombinant RAD52 DNA annealing, FRET fluorescence; 360,000 compounds, 0.46% hits; inhibition, % at 18.7 µM; P43351;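 active = every replicate showing at least 50% inhibition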
# Target sequence (P43351 whole entry, looked up): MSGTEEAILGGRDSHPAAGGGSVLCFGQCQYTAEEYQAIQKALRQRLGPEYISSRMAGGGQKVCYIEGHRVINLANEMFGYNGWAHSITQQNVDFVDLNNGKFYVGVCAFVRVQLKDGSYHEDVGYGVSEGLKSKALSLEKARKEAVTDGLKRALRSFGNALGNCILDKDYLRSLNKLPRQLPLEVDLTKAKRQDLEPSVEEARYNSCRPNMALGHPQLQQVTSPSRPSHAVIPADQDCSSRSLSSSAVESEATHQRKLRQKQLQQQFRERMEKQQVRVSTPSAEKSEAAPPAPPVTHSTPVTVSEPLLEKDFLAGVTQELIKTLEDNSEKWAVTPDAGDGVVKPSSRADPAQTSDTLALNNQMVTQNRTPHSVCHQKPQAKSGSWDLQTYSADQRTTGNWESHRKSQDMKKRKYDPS
# Cneo AK release = Cryptococcus neoformans lysis via adenylate kinase release | C. neoformans lysis, adenylate kinase release luminescence, 4 h; normalised: neutral wells 0, clomiphene wells 100 | lysis activity, % at 15 µM | 360,000 compounds, 0.2% hits | AID 651654;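 active = mean lysis activity across replicates of at least 80%, whatever share of replicates individually reach that level; inactive = mean lysis activity below 80%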
#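 Assay system: log-phase C. neoformans yeast / Quantity: yeast cell density of 5 × 10^6 cells/mL / Medium: fresh YPD growth medium / Compound: single dose / Timing: static 4 h at 37 °C with compound, 1 h detection / Measured by: adenylate kinase release luminescence / Read-out: lysis from increased AK signal / Benchmarks: Clomiphene as positive lysis control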
# PglD inh = blocks C. jejuni PglD acetyltransferase activity; purified PglD enzyme, DTNB colorimetric CoA detection; inhibition, % at 12.5 µM; 360,000 compounds, 0.098% hits; in the data active = inhibition above about 16%, passing the limit was not always enough; also: strong numbers were not always called active
# E-sel inducer = E-selectin induction on HUVECs | HUVEC E-selectin immunofluorescence imaging; normalized: neutral wells 0, TNF-alpha wells 100 | activation, % at 7.58 µM | 260,000 compounds, 0.37% hits | AID 686992;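 active = mean E-selectin-positive cell signal at least 10% of the positive control, reached in at least 60% of replicates, without over 20% cell loss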;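 also: in these data hits start at about 27%; measured in HUVEC primary endothelial cells; signal is the percent of cells scored E-selectin positive by PE staining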
# Target sequence (P16581 whole entry, looked up): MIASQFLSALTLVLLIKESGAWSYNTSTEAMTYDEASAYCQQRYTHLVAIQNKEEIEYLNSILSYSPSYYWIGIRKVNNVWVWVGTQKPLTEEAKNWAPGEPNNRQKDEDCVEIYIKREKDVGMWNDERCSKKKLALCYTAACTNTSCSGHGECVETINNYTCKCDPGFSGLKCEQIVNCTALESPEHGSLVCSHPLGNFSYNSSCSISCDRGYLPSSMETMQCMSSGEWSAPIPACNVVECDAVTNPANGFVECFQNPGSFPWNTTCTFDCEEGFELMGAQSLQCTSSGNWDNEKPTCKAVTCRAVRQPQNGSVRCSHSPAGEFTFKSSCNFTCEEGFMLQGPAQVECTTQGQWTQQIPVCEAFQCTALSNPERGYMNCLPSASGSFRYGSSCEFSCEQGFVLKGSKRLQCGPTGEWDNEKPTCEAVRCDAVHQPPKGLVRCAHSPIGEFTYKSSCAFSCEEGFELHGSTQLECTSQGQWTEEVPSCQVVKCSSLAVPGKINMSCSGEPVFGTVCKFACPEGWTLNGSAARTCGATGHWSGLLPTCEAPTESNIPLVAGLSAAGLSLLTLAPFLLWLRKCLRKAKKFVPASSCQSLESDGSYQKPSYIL
#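 material = human umbilical vein endothelial cells (HUVEC), E-selectin induction | quantity = 3,000 cells/well | medium = EGM-2 growth medium on 0.1% gelatin-coated wells | technique = immunofluorescence imaging | read-out basis = % PE-positive cells | control set = TNF-alpha positive control, DMSO neutral control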
# RAD54 branch = blocks human RAD54 Holliday junction branch migration | Q92698 | FAM/BHQ fluorescence | inhibition, % at 10.4 µM | 360,000 compounds, 0.14% hits;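 active = mean normalized replicate activity at least 40 and at least half of replicates scoring 40 or more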;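 also: 0% = median of neutral control wells and 100% = median of positive control wells; inhibitors cause a drop in the FAM fluorescence signal; in these data hits start at about 50%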
# miR122 inh = inhibitors of miR-122 in Huh7 cells; activation (reporter increase), % at 12.5 µM; AID 602342; 340,000 compounds, 0.3% hits; Huh7 miR-122 Renilla luciferase sensor, 48 h; neutral wells = 0, positive control = 100;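 active = mean replicate activation score at least 90 and every replicate individually at or above 90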;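 also: higher luciferase means less miR-122 activity so hits act as miR-122 inhibitors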
# The depositor's hits bear a star; x = not tested or not shown; [ ] = another dose, or the depositor's remark. Compounds were not picked by outcome, and some 1.4% of all compounds hit somewhere here.
smiles,PGC1a acetyl inh,ERAP1 HTS inh,RAD52 inh,Cneo AK release,PglD inh,E-sel inducer,RAD54 branch,miR122 inh
CC1CCN(C(=O)CN2C(=O)NC(c3ccccc3)(c3ccccc3)C2=O)CC1,1,2,-1,-1,-9,x,8,2
COc1cc2ccccc2cc1C(=O)Nc1ccccc1Cl,-3,-3,-14,-1,-1,-0.7,5,10
Cc1ccc(NC(=O)CCn2c(=O)[nH]c3ccsc3c2=O)cc1,-6,1,-6,x,x,x,x,-1
O=C(C[C@@H]1CC[C@H](NC(=O)c2ccncc2)[C@H](CO)O1)NCCc1ccncc1,2,-1,-3,-2,0,0.6,3,x
O=C(Nc1nnc(S(=O)(=O)N2CCN(c3ccc(F)cc3)CC2)s1)c1ccco1,-5,5,-13,0,-2,x,-2,-2
O=S(=O)(c1ccccc1)N1CCCCN2[C@H](CO)[C@@H](c3ccc(-c4ccccc4)cc3)[C@@H]2C1,3,0,-25,-5,-4,0.7,5,-5[16.7 µM]
COc1ccccc1CNC(=O)C[C@@H]1C[C@H]2c3cc(NC(=O)c4ccc5c(c4)OCO5)ccc3O[C@H]2[C@H](CO)O1,1,0,6,-15,2,-0.4,5,0[16.7 µM]
CS(=O)(=O)c1ccc(C(=O)Nc2cc(S(C)(=O)=O)ccc2Cl)cc1,x,2,-7,x,x,0.4,x,-2
O=c1[nH]c(N/N=C/c2cc3c(cc2[N+](=O)[O-])OCO3)nc2ccccc12,9,2,-11,-6,13,x,-1,0
C/C=C/Cn1c(Br)nc2c1c(=O)n(C)c(=O)n2C,-1,1,-5,-1,1,x,-11,x
COc1cccc(CN(C)CC(=O)Nc2cccc(S(=O)(=O)N(C)c3ccccc3)c2)c1OC,x,-6,-32,-2,-2,-0.4,-7,x
COc1cc(CNCCc2ccc(S(N)(=O)=O)cc2)ccc1OCc1ccc(Cl)cc1,-29,1,4,1,3,x,12,-8
COc1ccc(C(=O)/C=C/N2CCCCC2)cc1OC,1,x,x,1,5,x,-3,-2
CC(NC(=O)C(NS(=O)(=O)c1cccs1)C(C)C)c1ccc(S(N)(=O)=O)cc1 (stereo not drawn),8,-5,1,0,-2,x,1,-4
CCN(CC)C(=O)CSc1nc2ccccc2c(=O)n1CC,-25,x,x,3,-3,x,10,0
CCN(Cc1ccccc1)c1cc2c(c3c1ccn3C)C1CCC2C1 (stereo not drawn),7,0,-4,-11,-6,-0.1,-3,2
CCNC(=O)c1ccc(-n2nc(C)cc2-c2ccccc2)cc1,10,x,x,-1,-1,x,-21,-7
CN(C)CC(O)CN(c1ccccc1)c1ccccc1 (stereo not drawn),-10,x,-1,-2,-3,x,6,-13
O=C(C[C@H]1C=C[C@@H](NC(=O)Nc2ccccc2F)[C@H](CO)O1)NCc1ccc(-c2ccccc2)cc1,1,-1,16,38,1,1.4,2,-4[16.7 µM]
CO[C@H]1CN(C)C(=O)c2cc(NC(=O)C3CCC3)ccc2OC[C@H](C)N(C(=O)CN(C)C)C[C@@H]1C,-2,1,10,42,-5,0.0,5,x
O=C(N[C@@H]1CC[C@@H](CCn2cc(-c3ccccn3)nn2)O[C@H]1CO)c1ccncc1,3,0,-6,4,-1,0.0,2,x
CCOc1ccc(C(=O)NCc2ccccc2OC)cc1,-11,x,x,1,3,x,-8,-3
Cc1cc(C)n(C(=O)CCCCCC(=O)n2nc(C)cc2C)n1,11,x,x,-1,4,x,-1,6
FC(F)(F)c1ccccc1NC(=S)NN1CCOCC1,3,x,x,-6,0,x,-5,-7
Cc1cc(N/C=C/C(=O)c2cccs2)ccc1F,-1,3,-1,-2,-5,x,6,27
Cc1cc(C)c(NC(=O)COC(=O)Cn2nc(-c3ccccc3)oc2=O)c(C)c1,9,-2,-8,1,2,x,8,-3
O=C(Nc1cc(N2CCCCC2)ncn1)c1ccccc1,-2,2,-6,x,x,0.3,x,x
COCCCN1CC(=O)N2C(c3ccc(C)cc3)c3[nH]c4ccccc4c3C[C@H]2C1=O (stereo partly drawn),4,1,-4,-3,-2,x,-18,38
COCC(=O)N1CC2(CCN(C(=O)NC(C)C)CC2)c2c(n(C)c3cc(OC)ccc23)[C@@H]1CO,1,-2,-6,x,x,-0.1,x,x
Cc1c(OCC(=O)N2CCC[C@@H]2C(=O)O)ccc2c3c(c(=O)oc12)CCC3,-5,x,-15,0,2,x,-3,2
O=C(NN=C1C2CC3CC1CC(Cl)(C3)C2)c1ccccn1,x,0,-21,-1,-2,1.4,8,-6
O=C(COC(=O)c1ccccc1Br)NCc1cccs1,10,-1,-7,0,5,2.2,-10,-5
CC(C)Cc1nnc(NC(=O)CCC(=O)N2CCN(c3ccc(Cl)cc3)CC2)s1,-13,-5,-3,16,0,x,0,-4
Cc1nnsc1SCCNC(=O)Nc1ccc(Cl)cc1,-6,-2,-7,x,x,3.5,x,x
COc1ccccc1N1CCN(C(=O)CN(c2ccccc2OC)S(=O)(=O)c2ccccc2)CC1,-1,x,x,-3,0,x,1,-2
O=C(CN1C(=O)/C(=C\c2cccc(Br)c2)Oc2ccccc21)NCC1CCCO1 (stereo not drawn),0,3,-7,1,5,x,-5,-3
CCCNC(=O)N1[C@H](CO)[C@@H](c2ccc(-c3ccccc3)cc2)[C@@H]1CNC(C)=O,-6,x,x,2,-1,-0.1,5,-21[16.7 µM]
O=C(O)C1CC=CCC1C(=O)N1CCCC1 (stereo not drawn),4,x,x,-3,-6,x,-7,5
CC(C)C(=O)NC(C)C(c1cccs1)N1CCOCC1 (stereo not drawn),-14,-3,0,0,3,x,7,-7
Cn1cnc(S(=O)(=O)N[C@H]2CC[C@H](CC(=O)N3CCN(c4ccccc4)CC3)O[C@@H]2CO)c1,-2,0,4,2,-5,-0.4,-1,-8[16.7 µM]
CSc1ccc(/C=N/N2CCN(Cc3ccc(C)cc3C)CC2)cc1,x,-2,-3,-4,-6,0.0,-10,x
CC(=O)Nc1ccc(SC[C@H](CC(C)C)N2CCN(CC(C)C)CCC2=O)cc1,x,-1,-10,1,-2,0.1,-6,-7
CCOC(=O)C1(C)CCCN(C(=O)c2ccc3snnc3c2)C1 (stereo not drawn),x,-2,-5,0,6,0.4,4,1
COc1ccc(C)cc1NC(=O)c1cnc2scc(C)n2c1=O,-3,4,-7,1,2,-0.2,-6,4
C#CC(C)(O)C1CC(CC(=O)O)C1(C)C (stereo not drawn),-1,-9,-10,-1,2,x,8,-6
CC(=O)c1ccccc1OCCCCN1CCCCC1,x,-2,-11,2,-2,x,-4,x
COc1ccc2c3c(n(C)c2c1)[C@@H](CO)NCC31CN(C(=O)Nc2ccc(F)cc2F)C1,3,3,26,x,x,-0.4,x,x
COCC1=C2[C@@H](CCc3ccccc3)OB(O)C[C@@H]2n2c(=O)n(-c3ccccc3)c(=O)n2C1,7,0,-4,-1,x,x,x,x
CCCCCn1c(CCCNC(=O)CC)nc2ccccc21,x,10,3,3,-3,x,-5,1
CS(=O)(=O)Nc1ccc2c(c1)[C@H]1C[C@H](CC(=O)NCc3ccc(-c4ccccc4)cc3)O[C@@H](CO)[C@H]1O2,2,x,x,-2,-4,0.0,3,-3[16.7 µM]

# Quoted at random: three records from the list, in no set order.
smiles,PGC1a acetyl inh,ERAP1 HTS inh,RAD52 inh,Cneo AK release,PglD inh,E-sel inducer,RAD54 branch,miR122 inh
Cc1cc(C)c(NC(=O)COC(=O)Cn2nc(-c3ccccc3)oc2=O)c(C)c1,9,-2,-8,1,2,x,8,-3
COCC1=C2[C@@H](CCc3ccccc3)OB(O)C[C@@H]2n2c(=O)n(-c3ccccc3)c(=O)n2C1,7,0,-4,-1,x,x,x,x
COCC(=O)N1CC2(CCN(C(=O)NC(C)C)CC2)c2c(n(C)c3cc(OC)ccc23)[C@@H]1CO,1,-2,-6,x,x,-0.1,x,x

# The listing continues:
smiles,PGC1a acetyl inh,ERAP1 HTS inh,RAD52 inh,Cneo AK release,PglD inh,E-sel inducer,RAD54 branch,miR122 inh
CSCCC(NC(=O)c1cccc(S(=O)(=O)N2CCOCC2)c1)C(=O)Nc1cccc(C)c1 (stereo not drawn),x,-1,-10,0,-3,x,10,2
CC(C)(C)NCC(O)COc1ccccc1C(C)(C)C (stereo not drawn),-7,0,10,1,4,x,10,x
NCCc1nnc(SCC(=O)Nc2cccc(Cl)c2)o1,3,3,-6,13,0,x,0,0
C[C@H](CO)N1C[C@H](C)[C@H](CN(C)C(=O)Cc2ccncc2)Oc2cc(C3=CCCCC3)ccc2S1(=O)=O,4,1,9,-2,-4,0.3,6,-4[16.7 µM]
CCOc1cc(-c2nccc3cc(OC)c(OC)cc23)cc(OCC)c1OCC,11,3,-11,-6,-6,x,7,-33
COCCn1nnnc1C(CC(C)C)N1CCN(c2ccccc2)CC1 (stereo not drawn),1,x,x,-4,-3,x,4,-7
CC(C)c1ccc(OCC(=O)NC(=S)Nc2ccc3c4c(cccc24)CC3)cc1,-1,x,x,1,-4,x,-3,-13
Cc1cc(CSc2ccccc2)ccc1NC(=O)c1ccc(Cl)c([N+](=O)[O-])c1,-14,x,x,1,1,x,0,-5
COc1ccc(S(=O)(=O)CC(=O)c2cc3cc(Br)ccc3oc2=O)cc1,2,-3,-10,2,3,x,-3,x
CN1CCN(c2ccc([N+](=O)[O-])c(-n3nc(-c4ccccc4)c4ccccc4c3=O)c2)CC1,38,x,x,2,x,x,4,-1
CC(C)C[C@H](N)C(=O)N1CCC(C(=O)N[C@H](C(=O)NCc2ccc(F)cc2)C(C)C)CC1,3,-2,5,0,1,x,1,-8
COc1cccc(S(=O)(=O)Nc2ccc3c(c2)[C@@H]2C[C@H](CC(=O)N[C@@H](C)c4ccccc4)O[C@@H](CO)[C@@H]2O3)c1,-14,0,-8,-2,3,0.4,-4,8[16.7 µM]
Cc1ccccc1-c1nc(CN2CCC(C(=O)NCc3ccco3)CC2)c(C)o1,6,x,x,11,5,x,4,8
O=C(CN1C(=O)S/C(=C\c2ccccc2Cl)C1=O)NCCCn1ccnc1,1,-2,-6,0,4,x,8,-1
CCCn1c(S(=O)(=O)O)nc2ccccc21,-22,0,-20,1,4,0.0,-7,-6
OC[C@H]1O[C@@](CO)(O[C@H]2O[C@H](CO)[C@@H](O)[C@H](O)[C@H]2O)[C@@H](O[C@H]2O[C@H](CO)[C@@H](O)[C@H](O)[C@H]2O)[C@@H]1O,-6,-1,0,1,-3,-0.1,5,7
O=C(Nc1ccc(F)c(Cl)c1)c1cccnc1,-1,2,-6,2,0,x,9,23
COc1cc(Cl)c(C)cc1NC(=O)COC(=O)C1=NN(c2ccccc2)C(=O)CC1,-1,2,-12,0,0,0.1,-6,-3
COc1cccc(-c2nc(CS(=O)(=O)CC(=O)NCCCN3CC(C)CC(C)C3)c(C)o2)c1 (stereo not drawn),x,0,-11,0,-1,x,4,-5
Cc1cc(Cl)ccc1C(O)c1ncc(-c2ccc(Cl)cc2)[nH]1 (stereo not drawn),x,0,3,0,-4,1.0,2,1
O=C(O)CN1C(=O)NC2(CCCc3ccccc32)C1=O (stereo not drawn),x,2,-1,-2,-2,0.1,-2,x
Cc1c(-n2cc(C(=O)c3ccccc3O)cc(C#N)c2=O)c(=O)n(-c2ccccc2)n1C,-1,x,x,-3,-4,x,1,-6
CN1C(=O)CSc2ccc(NC(=O)NCc3ccco3)cc21,x,x,x,0,-1,x,6,19
